GLP-1R agonist: agonists of human GLP-1 receptor. P43220. HEK293 GLP-1R CRE-luciferase, luminescence, 4-6 h; cells express a hypersensitive GLP-1R form. Potency, µM (titrated, usually from 45.6 µM), without a hit: at the top dose activation, actives largely listed as activators. 380,000 tested, 0.007% active; note: potency is the fitted concentration of half-maximal effect; % of control where 0% means no effect
Target sequence (P43220 whole entry, looked up): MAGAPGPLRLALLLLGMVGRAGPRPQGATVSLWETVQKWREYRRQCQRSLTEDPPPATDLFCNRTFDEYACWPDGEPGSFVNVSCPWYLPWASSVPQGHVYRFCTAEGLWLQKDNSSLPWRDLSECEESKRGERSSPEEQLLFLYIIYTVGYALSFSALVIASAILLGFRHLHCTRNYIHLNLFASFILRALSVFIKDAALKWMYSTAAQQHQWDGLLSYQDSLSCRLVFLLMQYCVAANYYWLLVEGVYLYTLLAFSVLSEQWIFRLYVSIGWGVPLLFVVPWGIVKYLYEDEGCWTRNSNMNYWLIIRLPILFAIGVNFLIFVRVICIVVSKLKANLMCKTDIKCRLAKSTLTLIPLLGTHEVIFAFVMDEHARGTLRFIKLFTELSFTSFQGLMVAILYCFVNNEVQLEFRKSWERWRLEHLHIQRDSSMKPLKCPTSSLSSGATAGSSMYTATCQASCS
KB-V1 cytotox: kills drug-selected multidrug resistant KB-V1 cells; KB-V1 MDR cells viability, CellTiter-Glo, 72 h; Potency, µM (series often up to 46.1 µM), for the others: at the top dose activity change, negative = cytotoxicity, actives largely listed as cytotoxic; 400,000 tested, 3.4% active; note: potency is the fitted concentration of half-maximal effect; % is set by controls: 0 for no effect and ±100 for the full control effect; nearly all actives have a fitted effect of over 60% in size
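Luminescent ATP read-out (CellTiter-Glo, 10 min) measures survival of drug-selected KB-V1 MDR cells after 72 h, 37 degrees C compound exposure. Medium: phenol-red-free DMEM, 10% FBS. Values from fitted concentration-response curves.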
SW480 rerep: induces DNA re-replication in SW480 colon adenocarcinoma cells; Potency, µM (titrated, usually from 46.1 µM), for inactives: at the highest dose re-replication activation, actives largely listed as activators; AID 624297; 340,000 tested, 1.8% active; SW480 DNA re-replication, Hoechst DNA content imaging, 48 h; note: potency is the fitted concentration of half-maximal effect; % of control where 0% means no effect; nearly all actives have a fitted effect of over 55% in size
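Readout is total intensity of Hoechst-stained nuclei, excited at 405 nm and collected at 500-530 nm. Compound treatment lasted 48 hr at 37 C in 5% CO2 before staining.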
HT1080-NT tox: kills 2HG-producing HT-1080-NT fibrosarcoma cells | HT-1080-NT fibrosarcoma viability, CellTiter-Glo ATP luminescence, 48 h | Potency, µM (titrated, usually from 46.1 µM), inactives show at the top dose activity, negative = less viability, most hits filed as cytotoxic | 360,000 tested, 1.6% active | AID 686970;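 note: NT is the 2HG producing partner of a matched IDH1 knockdown line; potency is the fitted concentration of half-maximal effect; 0% = DMSO-treated cells and -100% = media-only wells without cells; nearly all actives have a fitted effect of over 55% in size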
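Luminescent CellTiter-Glo readout after 48 hours of compound exposure at 37 degrees C defined viability of HT-1080-NT cells. Activity was normalized to DMSO wells and cell-free media wells; concentration-response curves were fitted and assigned curve classes.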
D3 ag: D3 dopamine receptor (human) agonism; AID 652048; D3R DiscoveRx beta-arrestin cells, luminescence, 90 min; P35462; max activation, %; 410,000 tested, 0.58% active; in the data active = max activation above about 30%; note: 0% is about no effect; mostly tested at two doses, the higher about 12 µM
Target sequence (P35462 whole entry, looked up): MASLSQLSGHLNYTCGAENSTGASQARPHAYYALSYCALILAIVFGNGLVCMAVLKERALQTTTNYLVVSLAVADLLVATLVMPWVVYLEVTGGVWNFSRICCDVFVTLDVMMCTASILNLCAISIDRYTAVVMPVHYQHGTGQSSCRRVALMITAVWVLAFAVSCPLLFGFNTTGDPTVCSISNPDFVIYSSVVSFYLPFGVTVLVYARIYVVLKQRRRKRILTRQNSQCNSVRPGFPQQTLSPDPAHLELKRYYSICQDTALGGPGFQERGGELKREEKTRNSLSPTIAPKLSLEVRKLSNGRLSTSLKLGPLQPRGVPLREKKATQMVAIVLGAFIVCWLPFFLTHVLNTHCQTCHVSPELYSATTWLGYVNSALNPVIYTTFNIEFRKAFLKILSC
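Cells at 1500/well, incubated overnight, then treated with pinned compounds (dopamine as control) for 90 min at 37 degrees C. DiscoveRx reagent added for 30 - 60 minutes at room temperature; luminescence read.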
HT1080 IDH1KD tx: HT-1080 IDH1 knockdown cell toxicity (counter line); 360,000 tested, 2% active; HT-1080 IDH1 knockdown viability, ATP luminescence, 48 h; Potency, µM (doses to about 46.1 µM), for the others: at the top dose activity, negative = toxicity, hits mostly cytotoxic;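 note: potency is the fitted concentration of half-maximal effect; 0% = DMSO wells and -100% = cell-free medium wells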
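Assay cells: HT-1080 with IDH1 knockdown, 750 per well, RPMI/5% FBS. Exposure: 48 h at 37 °C following 2 h pre-incubation. Read: CellTiter-Glo luminescence; fitted concentration-response, curve class assigned.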
KB-3-1 tox: kills parental KB-3-1 adenocarcinoma cells; KB-3-1 viability, CellTiter-Glo ATP luminescence, 72 h; Potency, µM (series often up to 46.1 µM), inactives show top-dose activity change, negative = cytotoxic, hits mostly cytotoxic; 400,000 tested, 1.4% active; AID 1347075; note: potency is the fitted concentration of half-maximal effect; % is set by controls: 0 for no effect and ±100 for the full control effect; nearly all actives have a fitted effect of over 60% in size
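Using CellTiter-Glo luminescence, growth of non-resistant KB-3-1 adenocarcinoma cells is assessed 72 h after pin-tool compound addition at 37 °C. Normalized responses across the concentration series yield fitted curves.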
* = called active by the depositor; u = inconclusive; x = no result given; [ ] = another dose, or the depositor's remark. Unless noted, calls come from the whole dose curve; as a rule, active = well fitted curve in the direction sought with a large enough effect; inconclusive = small, poorly fitted or top-dose-only effect, or another doubt; inactive = no such curve, though single readings can be large; an effect the other way counts as inactive or inconclusive.

1) O=C1CN=C(c2ccccc2)c2cc(Cl)ccc2N1CC1CC1
2) O=[N+]([O-])c1ccccc1
3) Oc1cc(Cl)c(Cl)cc1Cl
4) NCc1cccnc1
5) CCC(=O)O[C@@](Cc1ccccc1)(c1ccccc1)[C@@H](C)CN(C)C
6) CCON=O
7) O=C1OC(c2ccc(O)c(S(=O)(=O)O)c2)(c2ccc(O)c(S(=O)(=O)O)c2)c2c(Br)c(Br)c(Br)c(Br)c21
8) O=c1oc2ccccc2c(O)c1Cc1c(O)c2ccccc2oc1=O
9) Cc1nnc2n1-c1ccc(Cl)cc1C(c1ccccc1)=NC2
10) CC(C)(C)NCC(O)c1ccccc1Cl (stereo not given)
Compound | 1 | 2 | 3 | 4 | 5 | 6 | 7 | 8 | 9 | 10
KB-3-1 tox | x | x | x | x | x | x | x | x | x | x
KB-V1 cytotox | x | x | x | x | x | x | x | x | x | x
GLP-1R agonist | -3.9% | 4.6% | 1.8% | -2.2% | -4.4%[19.8 µM] | 0.2% | -1.1% | 3.4%[19.8 µM] | 11.7% | u
D3 ag | 2.1 | 6.1 | 12.6 | -0.4 | -24.5 | 7.1 | 4.7 | 5.5 | 3.8 | 0.0
SW480 rerep | 5.0% | -8.5% | -3.8% | -6.0% | 0.9%[20.6 µM] | 0.944µM* | -2.3% | -5.0%[20.6 µM] | -6.2% | -1.9%
HT1080-NT tox | x | x | x | x | x | x | x | x | x | x
HT1080 IDH1KD tx | x | x | x | x | x | x | x | x | x | x

Random excerpt: 2 entries already listed.
8) O=c1oc2ccccc2c(O)c1Cc1c(O)c2ccccc2oc1=O
2) O=[N+]([O-])c1ccccc1
Compound | 8 | 2
KB-3-1 tox | x | x
KB-V1 cytotox | x | x
GLP-1R agonist | 3.4%[19.8 µM] | 4.6%
D3 ag | 5.5 | 6.1
SW480 rerep | -5.0%[20.6 µM] | -8.5%
HT1080-NT tox | x | x
HT1080 IDH1KD tx | x | x

Following part.
11) COP(=O)(OC)OC=C(Cl)Cl
12) CCC1(c2ccccc2)C(=O)NC(=O)N(C(=O)c2ccccc2)C1=O (stereo not given)
13) CC(Cc1ccccc1)NCc1ccccc1Cl (stereo not given)
14) CCCC(C)(COC(N)=O)COC(N)=O
15) C[C@]12CC[C@@H]3c4ccc(OC(=O)N(CCCl)CCCl)cc4CC[C@H]3[C@@H]1CC[C@@H]2O
16) CC(=O)OO
17) c1cc2c(c(N3CCNCC3)c1)OCCO2
18) CCC(C(N)=O)N1CCCC1=O (stereo not given)
19) CCS(=O)(=O)C(C)(C)S(=O)(=O)CC
20) CC1Cc2ccccc2CN1 (stereo not given)
Compound | 11 | 12 | 13 | 14 | 15 | 16 | 17 | 18 | 19 | 20
KB-3-1 tox | x | x | x | x | x | x | x | x | x | 10.8%
KB-V1 cytotox | x | x | x | x | x | x | x | x | x | 5.0%
GLP-1R agonist | -3.5% | 16.1% | 1.8% | 9.6% | -1.9% | -2.2% | -7.8% | -2.0% | 0.2% | x
D3 ag | -11.3 | 2.7 | -13.9 | -17.1 | -3.2 | -4.4 | -23.8 | -13.6 | 6.4 | x
SW480 rerep | 13.3µM* | -0.1% | -3.7% | 1.3% | 0.7% | 1.7% | -1.3% | -2.1% | -0.9% | x
HT1080-NT tox | x | x | x | x | x | x | x | x | x | x
HT1080 IDH1KD tx | x | x | x | x | x | x | x | x | x | x

Overlap with the part before: two entries; new compounds follow.
19) CCS(=O)(=O)C(C)(C)S(=O)(=O)CC
20) CC1Cc2ccccc2CN1 (stereo not given)
21) c1ccc(CCN2CCCCC2)cc1
22) CN=C1CN=C(c2ccc[nH]2)c2cc(Cl)ccc2N1
23) COc1cc([C@@H]2c3cc4c(cc3[C@H](OC(C)=O)[C@H]3COC(=O)[C@H]23)OCO4)cc(OC)c1OC
24) Cc1cc(/C=C/c2ccnc3ccccc23)ccc1N(CCCl)CCCl
25) O=C(CN1CCCCC1)c1ccccc1
26) Cc1cc(/C=C/c2cccc3sc(C)[n+](CCCCI)c23)ccc1N(CCCl)CCCl
27) c1ccc(CCN2CCOCC2)cc1
28) C[C@@H]1O[C@@H](O[C@@H]2C=C3CC[C@@H]4[C@@H](CC[C@]5(C)[C@H](c6ccc(=O)oc6)CC[C@@]45O)[C@@]3(C)CC2)[C@H](O)[C@H](O)[C@H]1O
29) O=c1[nH]/c(=C\c2ccc(N(CCCl)CCCl)cc2)c(=O)[nH]/c1=C\c1ccc(N(CCCl)CCCl)cc1
30) O=NN(CCF)C(=O)NC1CCC(=O)NC1=O (stereo not given)
Compound | 19 | 20 | 21 | 22 | 23 | 24 | 25 | 26 | 27 | 28 | 29 | 30
KB-3-1 tox | x | 10.8% | 11.6% | u | u | u | 9.1% | -10.5% | 9.2% | 0.0116µM* | u | x
KB-V1 cytotox | x | 5.0% | -1.9% | 0.0% | u | 1.2% | 7.5% | -5.9% | 6.5% | 0.92µM* | 0.0% | 0.0%
GLP-1R agonist | 0.2% | x | x | x | x | x | x | x | x | x | x | x
D3 ag | 6.4 | x | x | x | x | x | x | x | x | x | x | x
SW480 rerep | -0.9% | x | x | x | x | x | x | x | x | x | x | x
HT1080-NT tox | x | x | x | x | x | x | x | x | x | x | x | 12.5%
HT1080 IDH1KD tx | x | x | x | x | x | x | x | x | x | x | x | 2.5%

31) O=C(CCc1nc(C2=CCN(Cc3cccc(Cl)c3)CC2)no1)Nc1ccccc1F
32) CC(=O)c1cccc(NC(=O)c2cccn(Cc3cccc(C)c3)c2=O)c1
33) O=C(Nc1ccc2c(c1)OCCO2)c1cccn(Cc2cccc([N+](=O)[O-])c2)c1=O
34) Cc1oc(-c2ccccc2Cl)nc1CN1C(=O)CN=C(c2ccccc2)c2cc(Cl)ccc21
35) COc1ccc(C(=O)Nc2ccc(Cl)cc2C(=O)c2ccccc2)c(OC)c1
36) Cc1cc(OCC(=O)N2CCN(CCc3ccncc3)CC2)cc(C)c1Cl
37) N#Cc1cc2c(nc1SCC(=O)Nc1ccc(OC(F)(F)F)cc1)C1CCN2CC1
38) Cc1ccc(C(C)C)c(OCC(=O)N2CCN(CCc3ccncc3)CC2)c1
39) Cc1cccc(-n2c(/C=C/c3c(C)[nH]c4ccccc34)nc3ccccc3c2=O)c1
40) CCOc1ccc2nc(NC(=O)c3cccn(Cc4ccccc4)c3=O)sc2c1
Compound | 31 | 32 | 33 | 34 | 35 | 36 | 37 | 38 | 39 | 40
KB-3-1 tox | 6.8% | 0.3% | -26.7% | 9.0% | u | -5.3% | u | 2.5% | 9.8% | -3.2%
KB-V1 cytotox | -9.6% | -14.8% | -13.2% | 0.0% | -10.8% | -7.4% | 7.7% | 0.2% | 0.2% | 1.4%
GLP-1R agonist | x | x | x | x | x | x | x | x | x | x
D3 ag | -14.1 | 6.2 | -17.8 | 5.4 | 9.7 | -16.1 | -15.8 | -7.6 | 2.0 | -3.3
SW480 rerep | x | x | x | x | x | x | x | x | x | x
HT1080-NT tox | x | x | x | x | x | x | x | x | x | x
HT1080 IDH1KD tx | x | x | x | x | x | x | x | x | x | x

41) Cc1ccc(Cn2cccc(C(=O)Nc3nc4ccc(C)cc4s3)c2=O)cc1
42) c1cnc2c(c1)ncn2C1CCNCC1
43) COc1cc(OC)cc(C(=O)Nc2ccc(Cl)cc2C(=O)c2ccccc2Cl)c1
44) O=S1(=O)N(Cc2ccccc2)CCCN1Cc1ccc(F)cc1Cl
45) COc1ccc(OCC(=O)N2CCN(CCc3ccccn3)CC2)cc1
46) Cc1cccc(-n2nc(C)c3c2NC(=O)CSC3c2ccccc2Cl)c1 (stereo not given)
47) Cn1c(=O)n(C)c2cc(CNCCc3ccccc3)ccc21
48) O=C(COc1cccc(Cl)c1)N1CCN(CCc2ccncc2)CC1
49) COc1ccc(/C=C/c2nc3ccccc3c(=O)n2-c2ccc(C)cc2)cc1O
50) CC(C)c1ccc(OCC(=O)N2CCN(CCc3ccccn3)CC2)cc1
Compound | 41 | 42 | 43 | 44 | 45 | 46 | 47 | 48 | 49 | 50
KB-3-1 tox | -4.2% | 9.3% | 9.7% | -8.6% | -11.0% | 1.6% | -8.8% | -0.7% | -11.3% | 12.1%
KB-V1 cytotox | 12.1% | u | -7.1% | 1.5% | 1.4% | -1.0% | -28.8% | -11.2% | -9.4% | -26.6%
GLP-1R agonist | x | x | x | x | x | x | x | x | x | x
D3 ag | -13.5 | -8.2 | -7.7 | -9.5 | -7.5 | -1.9 | -24.9 | -3.4 | 5.9 | -25.3
SW480 rerep | x | x | x | x | x | x | x | x | x | x
HT1080-NT tox | x | x | x | x | x | x | x | x | x | x
HT1080 IDH1KD tx | x | x | x | x | x | x | x | x | x | x

Entries of single compounds, quoted from the list:
Results for COc1ccc(OCC(=O)N2CCN(CCc3ccccn3)CC2)cc1 = KB-3-1 tox: -11.0%; KB-V1 cytotox: 1.4%; GLP-1R agonist: x; D3 ag: -7.5; SW480 rerep: x; HT1080-NT tox: x; HT1080 IDH1KD tx: x
Results for COc1ccc(/C=C/c2nc3ccccc3c(=O)n2-c2ccc(C)cc2)cc1O = KB-3-1 tox: -11.3%; KB-V1 cytotox: -9.4%; GLP-1R agonist: x; D3 ag: 5.9; SW480 rerep: x; HT1080-NT tox: x; HT1080 IDH1KD tx: x

Continuation.
51) COc1ccccc1C1SCC(=O)Nc2c1c(C)nn2-c1cccc(C)c1 (stereo not given)
52) O=C(Nc1ccc(Br)cc1C(=O)c1ccccc1)c1ccccc1
53) Cc1ccc(-n2c(=O)[nH]c3ccc(Br)cc3c2=O)cc1
54) Cc1oc2cc3oc(=O)c(CCC(=O)N4CCCCC4)c(C)c3cc2c1C
55) Cc1ccc(-n2c(/C=C/c3ccccc3)nc3ccccc3c2=O)cc1C
56) O=C(Nc1ccccc1)N(Cc1ccc2c(c1)OCO2)C1CCN(Cc2ccccc2)CC1
57) Cc1ccccc1-n1nc(C)c2c1NC(=O)CSC2c1ccc(Cl)cc1 (stereo not given)
58) O=C(Nc1ccc(Cl)cc1C(=O)c1ccccc1)c1cc(Cl)cc(Cl)c1
59) CCc1ccc(OCC(=O)N2CCN(CCc3ccccn3)CC2)cc1
60) Cc1cccc2sc(NC(=O)c3cccn(Cc4ccccc4)c3=O)nc12
61) COc1cccc(-c2nn3c(=O)cc(CN4CCN(C(=O)COc5ccccc5C)CC4)nc3s2)c1
Compound | 51 | 52 | 53 | 54 | 55 | 56 | 57 | 58 | 59 | 60 | 61
KB-3-1 tox | 5.3% | -0.2% | 9.9% | -4.1% | -13.5% | -25.7% | -30.4% | -2.2% | 14.0% | 3.2% | 8.5%
KB-V1 cytotox | 4.6% | -4.1% | u | -48.6% | -19.3% | -13.3% | u | 0.0% | -18.4% | 0.9% | u
GLP-1R agonist | x | x | x | x | x | x | x | x | x | x | x
D3 ag | 7.4 | 8.5 | -8.4 | -6.0 | 2.5 | -31.8 | 3.1 | 12.6 | -14.1 | -6.7 | 6.9
SW480 rerep | x | x | x | x | x | x | x | x | x | x | x
HT1080-NT tox | x | x | x | x | x | x | x | x | x | x | x
HT1080 IDH1KD tx | x | x | x | x | x | x | x | x | x | x | x

Assay outcomes as filed in PubChem BioAssay.

Some of the compounds tested; rates above refer to the full screens.
